Sm TGR block – qHTS Assay for the Inhibitors of Schistosoma Mansoni Peroxiredoxins; Potency, µM (titrated, usually from 114 µM), inactives show at the highest dose activity change, negative = inhibition, usual class: inhibitors; hit rate 3% among 360,000; AID 485364, 2010; Schistosoma mansoni thioredoxin glutathione reductase (TGR), Q962Y6; purified TGR, DTNB reduction, TNB absorbance 405 nm; also: potency is read from the fitted curve at half-maximal effect; nearly all actives have a fitted effect of over 60% in size
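First, TGR (20 nM dispensed) and NADPH were mixed with compound. Second, a 15 min room-temperature incubation followed. Third, further NADPH and then DTNB were added to start the reaction. Finally, TNB absorbance was monitored kinetically.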
AmpC no deterg – qHTS Inhibitors of AmpC Beta-Lactamase (assay without detergent); hit rate 0.52% among 330,000; AmpC nitrocefin hydrolysis, absorbance 480 nm, 0.0001% Triton; AID 485341, 2010; P00811; Potency, µM (titrated, usually from 57.1 µM), inactives show at the top dose activity change, negative = inhibition, most hits filed as inhibitors;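 also: potency is read from the fitted curve at half-maximal effect; plate controls were no compound for no effect and no enzyme for full effect; nearly all actives have a fitted effect of over 20% in size; some results filed as inactive show a strong effect at the top dose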
Target sequence (P00811 whole entry, looked up): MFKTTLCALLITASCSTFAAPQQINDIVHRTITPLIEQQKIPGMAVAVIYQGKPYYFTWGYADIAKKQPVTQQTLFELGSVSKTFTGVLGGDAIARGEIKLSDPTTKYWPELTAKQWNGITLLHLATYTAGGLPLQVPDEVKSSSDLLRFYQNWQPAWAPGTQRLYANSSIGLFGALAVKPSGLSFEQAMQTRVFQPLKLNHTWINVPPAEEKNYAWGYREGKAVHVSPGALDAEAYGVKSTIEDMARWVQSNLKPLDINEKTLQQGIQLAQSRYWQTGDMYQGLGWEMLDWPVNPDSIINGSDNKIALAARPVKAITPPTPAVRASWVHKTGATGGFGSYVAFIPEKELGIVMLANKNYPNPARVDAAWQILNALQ
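AmpC (5.3 nM in the dispensed reagent) in 20 mM phosphate pH 7.0 with 0.01% (detergent screen) or 0.0001% Triton X-100 was preincubated with compounds for 15 min at room temperature. Nitrocefin was then added from an 800 uM solution, and hydrolysis was followed at 480 nm.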
FBPA Giardia inh – qHTS Assay for Inhibitors of Fructose-1,6-bisphosphate Aldolase from Giardia Lamblia | A8B2U2 | purified Giardia FBPA | Potency, µM (doses to about 59.6 µM), for inactives: top-dose activity, negative = inhibition, hits mostly inhibitors | hit rate 0.71% among 290,000; also: potency is read from the fitted curve at half-maximal effect; nearly all actives have a fitted effect of over 55% in size
Target sequence (A8B2U2 whole entry, looked up): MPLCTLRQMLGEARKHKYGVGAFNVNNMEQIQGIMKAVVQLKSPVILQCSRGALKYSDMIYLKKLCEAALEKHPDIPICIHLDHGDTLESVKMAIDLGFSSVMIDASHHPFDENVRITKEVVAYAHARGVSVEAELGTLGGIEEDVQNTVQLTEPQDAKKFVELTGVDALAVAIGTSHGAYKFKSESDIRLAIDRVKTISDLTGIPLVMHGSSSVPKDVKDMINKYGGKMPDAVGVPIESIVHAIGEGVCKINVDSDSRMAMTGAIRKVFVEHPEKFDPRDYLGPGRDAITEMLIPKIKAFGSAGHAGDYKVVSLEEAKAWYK
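40 nM FBPA preincubated 10 min at RT with compound (up to 57.5 uM final), then substrate plus GAPDH/TPI/NAD/arsenate coupling and diaphorase/resazurin added. Fluorescence read after 20 min at RT, 525/598 nm.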
AmpC inh detg – qHTS Inhibitors of AmpC Beta-Lactamase (assay with detergent); AmpC hydrolysis of nitrocefin, absorbance 480 nm, 0.01% Triton; Potency, µM (doses to about 114 µM), for the others: at the highest dose activity change, negative = inhibition, actives largely listed as inhibitors; hit rate 0.041% among 370,000;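 also: potency is read from the fitted curve at half-maximal effect; 0% = no-compound wells and -100% = no-enzyme wells; nearly all actives have a fitted effect of over 25% in size; some results filed as inactive show a strong effect at the top dose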
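20 mM phosphate pH 7.0 + 0.01% (detergent screen) or 0.0001% Triton X-100; 5.3 nM AmpC reagent; cpd preinc 15 min RT; nitrocefin (800 uM stock) to start; A480 q20 s × 4 min; Activity was normalised to no-enzyme and no-compound control wells.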
AMA1-RON2 inh – qHTS for Inhibitors of AMA1-RON; Towards Development of Antimalarial Drug Lead: Primary Screen. hit rate 0.2% among 360,000. AlphaScreen AMA1-biotinylated RON2 peptide binding. Potency, µM (doses to about 58.2 µM), inactives show at the top dose activity change, negative = inhibition, actives largely listed as inhibitors;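 also: potency is read from the fitted curve at half-maximal effect; 0% = vehicle wells and -100% = peptide control; nearly all actives have a fitted effect of over 45% in size; some results filed as inactive show a strong effect at the top dose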
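AMA1 (3D7) with his tag at 25 nM final met compounds first, then biotinylated RON2 peptide at 25 nM; detection used donor plus acceptor beads, 10 µg/mL apiece, read by AlphaScreen after 30 min at room temperature.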
HCMV inh – qHTS Assay for inhibitors of the human cytomegalovirus (HCMV); HFF cells, HCMV-luciferase reporter, 72 h; hits give low values; activity change, negative = inhibition, % at 57.5 µM; hit rate 4.5% among 410,000; AID 1259415, 2018; in the data active = activity change below about -60%; inconclusive = no clear call, values can overlap the other calls; inactive = above about -39%
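Luciferase read-out from HCMV-luciferase-infected HFFs (MOI 1 PFU/cell) 72 h post infection at 37C; compounds added after 16 h cell attachment; activity normalized between buffer-only basal and Salinomycin (10uM) inhibitor controls.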
Active calls of the source: *; ? = inconclusive; / = not tested or not shown; & = joins results of further samples; [ ] = remark or other dose. Unless noted, calls follow the shape of the dose curve; as a rule, active = well fitted curve in the direction sought with a large enough effect; inconclusive = small, poorly fitted or top-dose-only effect, or another doubt; inactive = no such curve, though single readings can be large; an effect the other way counts as inactive or inconclusive. Unless noted, % is scaled to controls: 0 for no effect and ±100 for the full control effect.

SMILES | Sm TGR block | AmpC no deterg | FBPA Giardia inh | AmpC inh detg | AMA1-RON2 inh | HCMV inh
CN1CCN(S(=O)(=O)c2ccc(SCCOc3ccccc3)nc2)CC1 | -9% | 146%[activator] | 0% | ? | -10% | 29
CCCOC(=O)c1ccc(NC(=O)CN(C)Cc2cccs2)cc1 | 26% | -1% | 6% | 4% | 0% | -31
COc1ccc(Cn2c(SCc3ccc(C(=O)NC(C)c4ccccc4)cc3)nc3cccnc32)cc1 (centres undefined) | 4% | / | / | -3% | / | -4
O=C(COC(=O)c1cccs1)c1ccc2c(c1)OCCO2 | 2% | -23% | 2% | -4% | 4% | -11
Cc1ccc(N)c([N+](=O)[O-])c1 | -4% | -3% | / | -1% | -7% | 44
O=C(CN1CCN(CCN2C(=O)c3cccc4cccc(c34)C2=O)CC1)c1ccc(F)cc1 | ? | 94%[activator] | -17% | -2% | -28% | -26
COc1cccc(-c2cc(C(=O)NCc3ccc(F)cc3)no2)c1 | -7% | / | / | -3% | / | -11
COc1ccccc1CNc1ncnc2c1cnn2-c1ccc(C)cc1 | 7% | / | / | -3% | / | -28
Cc1ccc(S(=O)(=O)N2CCCCC2)cc1NC(=O)c1ccccc1Cl | / | -32% | / | / | 14% | 19
COc1ccccc1NC(=O)CSc1nnc(C)n1CCc1ccccc1 | -7% | 63%[activator] | -6% | -4% | -6% | 58
Cc1cc(C)cc(-n2ccn(CC(=O)Nc3ccccc3C(F)(F)F)c(=O)c2=O)c1 | -8% | / | / | 12% | / | -17
CC1(C)CC(=O)C2=C(C1)OC(N)=C(C#N)C2c1ccccc1[N+](=O)[O-] (centres undefined) | 22µM* | -24% | ? | 0% | -8% | 90
CCc1ccc(-c2nn(CC(=O)NC3CCCC3)c3c2cnc2ccc(C)cc23)cc1 | -3% | / | / | 20% | / | 2
[O-]/C(=C(\C(=S)Nc1ccc(SC(F)F)cc1)[n+]1ccccc1)c1ccc(Cl)cc1Cl | -15% | -55% | -12% | -4% | -24% | -63*
CCCc1cc(=O)[nH]c(N2CCN(Cc3ccc4c(c3)OCO4)CC2)n1 | 4% | -5% | -1% | 1% | -6% | 32

The last 5 entries of the part above open the next one.
SMILES | Sm TGR block | AmpC no deterg | FBPA Giardia inh | AmpC inh detg | AMA1-RON2 inh | HCMV inh
Cc1cc(C)cc(-n2ccn(CC(=O)Nc3ccccc3C(F)(F)F)c(=O)c2=O)c1 | -8% | / | / | 12% | / | -17
CC1(C)CC(=O)C2=C(C1)OC(N)=C(C#N)C2c1ccccc1[N+](=O)[O-] (centres undefined) | 22µM* | -24% | ? | 0% | -8% | 90
CCc1ccc(-c2nn(CC(=O)NC3CCCC3)c3c2cnc2ccc(C)cc23)cc1 | -3% | / | / | 20% | / | 2
[O-]/C(=C(\C(=S)Nc1ccc(SC(F)F)cc1)[n+]1ccccc1)c1ccc(Cl)cc1Cl | -15% | -55% | -12% | -4% | -24% | -63*
CCCc1cc(=O)[nH]c(N2CCN(Cc3ccc4c(c3)OCO4)CC2)n1 | 4% | -5% | -1% | 1% | -6% | 32
CCOc1nc(NC(C)C)nc(NC(C)C)n1 | 8% | -8% | / | 0% | -1% | 66
COc1ccc(CCN2C(=O)CN(C3CCCCCC3)C(=O)C2c2ccc(Cl)cc2)cc1OC (centres undefined) | 9% | / | / | -4% | / | -25
Cc1ccc(C(=O)Nc2ccc(O)c(C(=O)O)c2)o1 | ? | -27% | -13% | -12% | -9% | 7
C[C@H](CO)N1C[C@H](C)[C@@H](CN(C)C(=O)Nc2ccccc2)Oc2ccc(NC(=O)Nc3ccccc3)cc2C1=O | / | 84%[activator] | / | / | -4% | 6
O=C(CSCn1nnc2c(=O)[nH]c(Cc3ccc(F)cc3)nc21)Nc1cccc(C(F)(F)F)c1 | -3% | / | / | 11% | / | 13
Cc1cc2c(cc1NS(=O)(=O)c1ccc(Br)cc1)n(C)c(=O)c(=O)n2C | -7% | / | / | 3% | / | 12
COc1cccc(C(=O)NCC(c2ccc3c(c2)OCO3)N2CCN(c3ccc(F)cc3)CC2)c1 (centres undefined) | 0% | 0% | / | -8% | ? | -21
S=C(Cc1ccc(Cl)cc1)N1CCOCC1 | -5% | -1% | -3% | 0% | 11% | -1
O=C(CCN1C(=O)COc2ccccc21)NCCC1=CCCCC1 | 9% | 4% | 0% | -7% | 1% | -38
Cn1c(C(=O)N2CCC3(CC2)OCCO3)cc2c(=O)n(C)c3ccccc3c21 | 4% | 3% | -15% | 2% | -1% | -1
Cc1ccc(CNC(=O)C(N=C2NS(=O)(=O)c3ccccc32)C(C)C)cc1 (centres undefined) | 0% | -27% | / | 4% | -5% | 2
CN1/C(=C/C(=S)NC(=O)C2(C)CC2(Cl)Cl)C(C)(C)c2ccccc21 (centres undefined) | 0% | -9%[2.29 µM] | -6% | 3% | ? | -69*
C=CCN1C(=O)C(O)=C(C(C)=O)C1c1ccccc1F (centres undefined) | 1% | -12% | -17% | ? | 13% | 10
CC1CCCC(C)N1S(=O)(=O)c1ccc(S(=O)(=O)NCc2ccccc2)cc1 (centres undefined) | -9% | -19% | -2% | 3% | 1% | 3
COc1ccccc1NC(=O)N1CCCC1C(=O)NCc1cccs1 (centres undefined) | 3% | -11% | -1% | ? | -4% | 1

Already shown: an excerpt of the list.
SMILES | Sm TGR block | AmpC no deterg | FBPA Giardia inh | AmpC inh detg | AMA1-RON2 inh | HCMV inh
CN1CCN(S(=O)(=O)c2ccc(SCCOc3ccccc3)nc2)CC1 | -9% | 146%[activator] | 0% | ? | -10% | 29
CCCOC(=O)c1ccc(NC(=O)CN(C)Cc2cccs2)cc1 | 26% | -1% | 6% | 4% | 0% | -31

Continued:
SMILES | Sm TGR block | AmpC no deterg | FBPA Giardia inh | AmpC inh detg | AMA1-RON2 inh | HCMV inh
Cc1ccc(-c2csc(-c3ccncc3)n2)cc1 | / | -15% | -6% | 6% | -7% | 53
CCC1CN(C(=O)N2CCC(C(=O)N3CCN(c4ccc(F)cc4)CC3)CC2)c2ccccc2O1 (centres undefined) | 9% | / | / | 22% | / | -5
CCC(=O)NC(=S)Nc1cccc(NC(=O)c2ccccc2C)c1 | ? | -6% | -2% | 0% | 5% | -38
O=c1[nH]nnc2sc3c(c12)CCCC3 | -1% | -17% | -6% | ? | 1% | -34
CC1CCC(C(=O)NC(C(=O)NCCCN2CCOCC2)C(C)C)CC1 (centres undefined) | 12% | -3% | 5% | -3% | -3% | -18
COc1ccc(/C=N\Nc2ccc([N+](=O)[O-])cc2)c(C(=O)O)c1OC | 11% | -21% | 5% | 6% | 3% | ?
CC1CCN(Cc2c(C#N)c3ccccc3n2C)CC1 | -7% | -11% | -12% | ? | 7% | -25
OCCNCCNCc1ccc(-c2ccccc2)cc1 | 4% | -3% | -4% | -12% | / | -11
O=C1CCN2C=Nc3cccc4ccc1c2c34 | ? | -10% | ? | -11% | 32%[activator] | -20
COc1cc(/C=C/C(=O)Nc2ccc(C)cc2)cc(OC)c1OC | 0% | 18% | -2% | -5% | 11% | -38
O=C(O)C1=C[C@H](c2csc3ccccc23)C[C@H](OCCCCO)O1 | ? | 0% | 1% | -8% | -4% | 3
Cc1cnc(C(=O)NC(C)CCc2ccccc2)cn1 (centres undefined) | -1% | -3% | 6% | ? | -7% | 6
Cc1cc2oc(C(=O)N(Cc3ccccc3)c3ccccn3)cc(=O)c2cc1Cl | -2% | -17% | 1% | ? | 1% | 27
Cc1ccc(NC(=O)CSc2ncn[nH]2)c([N+](=O)[O-])c1 | / | -17% | / | / | 2% | -24
CC1CCCC(C)N1C(=O)COc1ccc([N+](=O)[O-])cc1Cl (centres undefined) | 16% | -17% | 3% | 2% | 3% | 24
Cc1ccc(C(=O)Nn2cnc3ccccc3c2=O)cc1C | 26% | -20% | -5% | 7% | -3% | 95
COc1ccc(-c2nc(CSCC(=O)N3CCc4ccccc4C3)c(C)o2)cc1OC | 32µM* | 109%[activator] | -14% | -12% | -2% | 1
CCOC(=O)c1cc(NC(=O)Nc2ccccc2OC)c(C)nc1C | 6% | 23% | 4% | 2% | -26% | -14
CCC(C)N1C(=O)c2ccccc2C1C(=O)NC1CCCCCC1 (centres undefined) | 8% | 0% | 0% | 2% | -2% | 2
CC1CN(C(=O)c2cccc(Oc3ccccc3)c2)CC(C)O1 (centres undefined) | -5% | 6% | 5% | -2% | 9% | -5
Cc1cc(=O)[nH]c(N/N=C/CCc2ccccc2)n1 | -1% | -21% | -16% | 4% | 26% | 8
CCOC(=O)CC1C(=O)NCCN1c1nc2c(C)cccn2c(=O)c1/C=C1\SC(=S)N(CC(C)C)C1=O (centres undefined) | -6% | 7% | -20% | 0% | / | /
C=CCN1C(=O)CN=C1Nc1cc(C)ccc1C | 0% | -2% | ? | -2% | 9% | 102
CCCCCCCCCCCCCCCC[n+]1ccccc1 | / | / | 8% | / | 11%&7% | -98*
Cc1ccc(N2CCN(C(=O)N3CCOCC3)CC2)cc1C | -17% | -36% | -22% | -1% | 6% | -16
Cc1ccc2c(c1)c1ncnc(N3CCOCC3)c1n2C | 6% | 36% | 4% | ? | 12% | 47
CCc1cccc(C)c1NC(=O)C1CCCN(S(=O)(=O)c2cccc3nsnc23)C1 (centres undefined) | -7% | / | / | -1% | / | 6
Cc1ccc(NC(=O)c2ccccc2NS(=O)(=O)c2ccc(Cl)s2)cc1 | -8% | -35% | 5% | ? | -16% | -98*
CC1(C)CC(=O)C(Sc2ccccc2[N+](=O)[O-])=C(O)C1 | -30% | -18% | -3% | 4% | -1% | 7
O=C(CNC(=O)/C(=C/c1ccccc1)NC(=O)c1ccc(Br)cc1)OCc1ccccc1 | -12% | 3.5µM* | 3% | -2% | -27% | 6
CC(C)(C)C1CCc2c(sc(NC(=O)c3cc(C4CC4)on3)c2C#N)C1 (centres undefined) | -19% | -20% | -5% | -19% | 16% | -24
CCCCCCC[C@H](N)[C@H](O)C(=O)N(C)[C@@H](CCS(C)=O)C(=O)N[C@@H](Cc1ccc(O)cc1)C(=O)N[C@@H](Cc1ccc(O)cc1)C(=O)O (some centres undefined) | -4% | 0% | -18% | 12% | 0% | -25
O=C1/C(=C/c2cccc([N+](=O)[O-])c2)N2CCC1CC2 | -32% | -20% | 4% | -13% | -27% | 18
O=C(CCC(=O)c1cccs1)NCCc1ccc(F)cc1 | -24% | -39% | / | ? | 0% | 8
CC1OC(OCC2OC(Oc3c(-c4ccc(O)cc4)oc4cc(O)cc(O)c4c3=O)C(O)C(O)C2O)C(O)C(O)C1O (centres undefined) | 0% | -21% | -5% | 7% | ? | 1
COC(=O)c1ccc(OCC(O)CN2CCc3cc(OC)c(OC)cc3C2c2ccccc2)cc1 (centres undefined) | -7% | 89%[activator] | -3% | -11% | ? | -25
COc1ccc(C)cc1NC(=O)CSc1nc2ccccc2nc1N1CC(C)OC(C)C1 (centres undefined) | -14% | 23% | 0% | -7% | 30%[activator] | 15
